Compound activity deposited in PubChem by several laboratories.
N-glyco inh – N-linked glycosylation inhibition; D54 ERlucT glycosylation luciferase reporter, 24 h; percent of 100 nM tunicamycin response; reporter increase, % at 12.5 µM; 360,000 tested, 0.23% active; AID 588692;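 active means mean luciferase reporter signal, scaled so untreated is 0 and the glycosylation-blocking control 100, at or above a set limit in every replicate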;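 further: luciferase carries N-glycosylation sites so blocking glycosylation raises the light; 0% = median of neutral control wells and 100% = median of 100 nM tunicamycin wells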
hiPSC survival – increases survival of single human iPS cells; survival enhancement, % at 20 µM; 360,000 tested, 0.044% active; AID 602274; hiPSC single-cell survival, ATPlite luminescence; 100% = ROCK inhibitor wells, 0% = DMSO; in the data active means survival enhancement above about 18%;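 further: cells exposed to compounds for 16 hours before the ATP read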
m5-HT2A agonist – activates the mouse 5-HT2A serotonin receptor | P35363 | CHO-K1 mHTR2A beta-arrestin complementation, luminescence; percent of 30 µM serotonin response | activation, % at 7.6 µM | 360,000 tested, 0.66% active | AID 624169;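 active means activation above a run cutoff, the mean activation of all tested compounds plus 3 SD, cut at about 14% in these data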;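 further: 0% = plate median of compound wells and 100% = 30 µM serotonin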
Target sequence (P35363 whole entry, looked up): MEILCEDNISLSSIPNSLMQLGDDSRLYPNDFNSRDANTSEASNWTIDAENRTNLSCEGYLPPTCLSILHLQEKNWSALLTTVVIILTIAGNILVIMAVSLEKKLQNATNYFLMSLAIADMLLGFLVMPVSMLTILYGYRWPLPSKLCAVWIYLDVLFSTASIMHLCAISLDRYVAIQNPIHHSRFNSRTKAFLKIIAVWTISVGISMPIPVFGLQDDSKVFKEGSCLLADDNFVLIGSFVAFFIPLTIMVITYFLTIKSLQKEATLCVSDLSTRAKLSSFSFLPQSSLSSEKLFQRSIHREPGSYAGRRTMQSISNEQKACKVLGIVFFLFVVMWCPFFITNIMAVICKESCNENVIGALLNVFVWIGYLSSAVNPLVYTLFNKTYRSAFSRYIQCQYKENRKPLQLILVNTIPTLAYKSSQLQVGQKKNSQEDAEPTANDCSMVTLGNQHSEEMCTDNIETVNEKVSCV
aDG glyco act – increases alpha dystroglycan glycosylation; Pro5-aDG cells, alpha-DG glycosylation AlphaScreen (IIH6); 0% Pro5, 100% B10-LARGE cell signal; activation, % at 10 µM; 360,000 tested, 0.22% active; AID 624168;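 active means activation of at least 8% versus controls, or a plate z-score of at least 8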;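 further: Pro5 are CHO cells carrying HIG-tagged alpha-DG that lacks glycosylation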
ABHD5-PLIN5 inh – blocks binding of human ABHD5 to perilipin-5; 360,000 tested, 0.78% active; inhibition, % at 4 µM; Split G. princeps luciferase complementation, luminescence, 4 h; Q00G26+Q8WTS1; AID 602281;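 active means inhibition above the mean inhibition across every tested compound plus 3 SD, cut at about 22% in these data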;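 further: 0% = DMSO only wells and the 100% control is not disclosed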
H9c2 protect – protects H9c2 cardiomyocytes from peroxide injury. 360,000 tested, 0.63% active. H2O2 injury protection, ATPLite, 2 h. protection from H2O2 cell death, % at 20 µM;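 active means compounds giving at least 50% protection of heart cells from peroxide-induced death in the single-dose screen, raw or plate-pattern-corrected value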;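 further: 0% = DMSO wells with peroxide and 100% = DMSO wells without peroxide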
MC4R antag cAMP – antagonists of human melanocortin 4 receptor (MC4R); P32245; MC4R-expressing cells, MTII-stimulated cAMP, LANCE TR-FRET; inhibition, % at 6.5 µM; 360,000 tested, 0.48% active; AID 540295;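 active means inhibition above its plate's cutoff, the mean of tested wells on that plate plus 3 SD, cut at about 29% in these data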;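 further: 0% = Melanotan II alone and 100% = Melanotan II plus saturating MCL0020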
Target sequence (P32245 whole entry, looked up): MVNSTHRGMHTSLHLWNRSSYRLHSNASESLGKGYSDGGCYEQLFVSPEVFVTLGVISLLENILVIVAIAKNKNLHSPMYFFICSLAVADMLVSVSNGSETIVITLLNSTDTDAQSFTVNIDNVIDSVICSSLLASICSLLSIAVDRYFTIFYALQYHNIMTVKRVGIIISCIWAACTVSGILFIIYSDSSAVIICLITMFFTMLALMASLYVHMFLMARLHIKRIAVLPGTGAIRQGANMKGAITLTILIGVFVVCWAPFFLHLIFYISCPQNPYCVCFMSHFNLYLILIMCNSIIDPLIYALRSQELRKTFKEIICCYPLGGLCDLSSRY
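System: U2OS cells stably expressing human melanocortin 4 receptor (MC4R). Reagent: Melanotan II challenge after compound preincubation. Doses: 6.5 µM. Times: 30-min compound, 1-h challenge, 1-h detection, room temperature. Measured by: TR-FRET with Eu-cAMP and labeled anti-cAMP, 671 nm. Replicates: singlicate.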
Granule exo inh – lytic granule exocytosis inhibition | TALL-104 LAMP-1 surface exposure, flow cytometry; cells stimulated with thapsigargin and PMA | inhibition, % at 10 µM | 360,000 tested, 0.66% active;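 active means inhibition above about 55%, limit read from the data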
MC4R barr agon – agonists of human melanocortin 4 receptor (MC4R) beta-arrestin | activation, % at 8.9 µM | U2OS MC4R beta-arrestin complementation, luminescence; percent of melanotan II response, DMSO zero | 360,000 tested, 0.98% active | AID 540308;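 active means activation above a per-plate cutoff, the mean activation of sample wells on that plate plus 3 SD, cut at about 8% in these data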
ABCB6 inh 2 – human ABCB6 transporter inhibition. Q9NP58. K562-ABCB6 porphyrin accumulation, flow cytometry, 1 h; stronger effect = lower value. fluorescence ratio to DMSO, % at 10 µM. 360,000 tested, 0.19% active;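 active means fluorescence ratio to DMSO below 75%, the collection mean minus 3 SD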;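 further: signal is porphyrin accumulated inside mitochondria; 100% equals median channel fluorescence of DMSO control wells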
Numbers without * were called inactive; . = not tested or not shown; & = joins results of further samples. Not all compounds are listed; rates above refer to the full screens.

Values run as follows: N-glyco inh, hiPSC survival, m5-HT2A agonist, aDG glyco act, ABHD5-PLIN5 inh, H9c2 protect, MC4R antag cAMP, Granule exo inh, MC4R barr agon, ABCB6 inh 2
- O=c1[nH]c2ccccc2n1C1CCN(C(CCc2ccccc2)c2nnnn2C2CCCCC2)CC1 (configuration not stated)
 : -16, 0.5, 1, -0.5, 5, 9, ., 13, ., 105
- O=C(Nc1ccccc1)N1CCC2(CC1)OCCO2
 : 3, -1.7, -6, -0.2, 2, 4, 1, 17, -2.2, 98
- CCN1C[C@]2(CO)CC[C@H](OC)[C@@]34C5C[C@H]6[C@H](OC)C5[C@](O)(C[C@H]6OC)[C@@H](C(OC)C23)[C@@H]14 (some centres not stated)
 : -1, -3.2, -4, 0.0, 3, 4, 2, 5, -2.5, 100
- CCC(=NCc1ccc2c(c1)OCO2)c1c(O)n(C)c(=O)n(C)c1=O
 : -2, -2.6, 11, 1.7, 2, -8, -2, 0, 1.1, 89
- COc1ccc(OC(=O)N(C)C[C@@H]2OCc3cnnn3CCCC(=O)N([C@H](C)CO)C[C@H]2C)cc1
 : 2, 4.4, -2, 0.1, 2, -3, -1, -6, 0.1, 97
- COc1cc(OC)cc(C(=O)NC(=S)N2C[C@H]3C[C@H](C2)c2cccc(=O)n2C3)c1
 : 4, -0.4, 1, 0.1, -9, 1, 8, -8, -1.3, 98
- COc1ccc(C(CC(C)=O)c2c(O)c3ccccc3oc2=O)cc1OC (configuration not stated)
 : 1, -0.3, -3, -0.1, -5, 0, 4, -9, -1.3, 100
- O=C(CN1CC=C(c2ccccc2)CC1)Nc1c(Cl)cccc1Cl
 : -3, -0.5, -2, -0.1, -5, 7, 8, -2, 0.7, 80
- COC(=O)C1=C(c2c(C)noc2C)C[C@@H]2CC[C@H]1N2C(=O)NCc1ccc2c(c1)OCO2
 : 3, 3.1, 1, 0.0, -3, -2, -3, 22, 0.1, 96
- Cc1cccc(-n2c(-c3ccco3)nc3ccccc3c2=O)c1C
 : 1, 0.7, 4, -0.1, -6, 0, 2, -5, -3.2, 97
- O=C(c1cccs1)N1CCC(C(=O)O)(c2ccccc2)CC1
 : -1, -3.0, 5, -0.1, 2, -1, 23, 1, 0.3, 99
- CCOC(=O)[C@]12Cc3cc(Cl)ccc3[C@H]1N(C1CCCCC1)C(=O)c1cc(OC)ccc12
 : ., -2.0, 2, -0.3, 61*, ., ., 100*, ., 101
- CCOc1ccc([N+](=O)[O-])cc1CNCCc1ccccc1
 : 0, 0.1, -2, -0.1, 0, 0, -6, 15, -2.6, 102
- Cc1nccc2c1[nH]c1ccc(Br)cc12
 : -1, -3.4, 2, 0.4, 20, -8, -1, 18, 0.9, 98
- COc1ccc(C(c2nnnn2-c2ccc3c(c2)OCCO3)N2CCC3(CC2)C(=O)NCN3c2ccccc2)cc1 (configuration not stated)
 : -1, 0.2, -2, 0.3, 3, 13, ., -1, ., 94

Next section:
Values run as follows: N-glyco inh, hiPSC survival, m5-HT2A agonist, aDG glyco act, ABHD5-PLIN5 inh, H9c2 protect, MC4R antag cAMP, Granule exo inh, MC4R barr agon, ABCB6 inh 2
- Cc1cccc(OCC(=O)N2CCN(Cc3cccnc3)CC2)c1
 : -1, 0.9, 2, -0.2, 1, 4, 4, -4, -2.2, 99
- Clc1ccc(Cn2ccnc2)cn1
 : 4, -0.7, -3, -0.2, 7, 8, -4, 1, -0.8, 98
- CCc1cc2c(s1)N(CC(=O)OC)C(=O)CN=C2c1ccccc1OC
 : -3, 3.4, 0, 0.5, 2, -1, 20, -2, 0.2, 107
- CN1CCN2c3ccccc3CC3(C(=O)N(C)C(=O)N(C)C3=O)C2C1 (configuration not stated)
 : 2, -0.5, 1, -0.1, 6, 9, 2, -5, -1.5, 98
- CC1CN1P(=S)(c1ccccc1)N1CC1C (configuration not stated)
 : 0, 4.4, 0, 0.0, -5, -3, 0, -5, -2.0, 109
- CCCCC(=O)N/N=C/c1c(O)n(CCCC)c(=S)[nH]c1=O
 : -1, 0.0, -5, 0.1, 1, 29, 12, -2, -4.2, 95
- Cc1ccc(/C=C2\C(=O)NC(=O)N(Cc3ccccc3Cl)C2=O)o1
 : 13, -1.4, 2, -0.1, -2, 4, 28, 20, -2.0, 109
- O=C1NC2C(O)C(O)C(O)C(O)C2c2cc3c(c(O)c21)OCO3 (configuration not stated)
 : -20, -4.2, 0, -0.1, 2, -4, 7, -4, -0.8, 95
- c1ccc2c(c1)[IH]c1ccccc1-2
 : 54*, -4.4, 3, -0.2, 0, -39, -12, 1, -1.2, 92
- CCOP(=O)(OCC)c1cc(C)c(O)c(C(C)(C)C)c1
 : 0, -0.2, -4, 0.0, 2, -2, 10, 7, -1.1, 101
- O=C(O)[C@H]1C[C@@H]1[C@H](NP(=O)(c1ccccc1)c1ccccc1)c1ccccc1
 : -1, -2.5, 2, 0.1, 5, -1, 7, -2, -0.3, 103
- CN(C)C1(CNC(=O)Cc2ccccc2F)CCCCC1
 : 0, -0.5, -6, 0.0, -1, 1, 4, -6, -2.5, 100
- CNC(=S)NC1CC2CCCC(C1)N2CC(C)C (configuration not stated)
 : 0, -0.9, 0, -0.2, 2, 4, -1, -1, 0.8, 95
- CCCCCCCCCCOC(=O)CCN1CC1
 : 0, -1.5, 1, 0.2, -7, 1, 1, 2, -2.5, 86
- O=C(Cc1cccs1)N1Cc2ccccc2-n2nncc2C1
 : -2, 1.4, 8, 0.2, 4, 7, 2, 5, 0.4, 98

Fetched one by one from the entries so far:
Values run as follows: N-glyco inh, hiPSC survival, m5-HT2A agonist, aDG glyco act, ABHD5-PLIN5 inh, H9c2 protect, MC4R antag cAMP, Granule exo inh, MC4R barr agon, ABCB6 inh 2
- CCCCCCCCCCOC(=O)CCN1CC1
 : 0, -1.5, 1, 0.2, -7, 1, 1, 2, -2.5, 86
- CNC(=S)NC1CC2CCCC(C1)N2CC(C)C (configuration not stated)
 : 0, -0.9, 0, -0.2, 2, 4, -1, -1, 0.8, 95

More structures follow:
Values run as follows: N-glyco inh, hiPSC survival, m5-HT2A agonist, aDG glyco act, ABHD5-PLIN5 inh, H9c2 protect, MC4R antag cAMP, Granule exo inh, MC4R barr agon, ABCB6 inh 2
- CC1C(c2cccs2)=[N+]([O-])C(C)(C(=O)c2ccc(Cl)cc2)N1O (configuration not stated)
 : -2, 5.5, -4, 0.0, 2, 7, 0, 3, -1.2, 148
- CCCCCCn1c(O)c(C(C)=NC)c(=O)[nH]c1=O
 : -2, -2.1, -4, -0.4, 6, 3, 4, -5, 0.2, 98
- CCC1CN1P(=S)(N1CC1CC)N1CC1CC (configuration not stated)
 : 0, -1.8, 3, 0.2, 0, 4, 11, 5, -0.5, 98
- COc1ccc(N=Cc2c(O)n(C)c(=O)[nH]c2=O)cc1
 : 2, -0.4, 3, -0.2, -7, -2, -2, -7, -1.5, 98
- Oc1ccc2c3c1O[C@H]1[C@@H](O)CC[C@@]4(O)[C@@H](C2)N(CC2CCC2)CC[C@]314
 : 0&0, -0.5&6.7, 5&2, -0.2&0.1, 3&2, -4&13, 9&-2, -1&-1, 0.2&-1.1, 93&109
- CC(=O)O[C@H]1C(=O)[C@@]2(C)C([C@H](OC(=O)c3ccccc3)[C@]3(O)C[C@H](OC(=O)[C@H](O)[C@@H](NC(=O)Cc4ccccc4)c4ccccc4)C(C)=C1C3(C)C)[C@]1(OC(C)=O)CO[C@@H]1C[C@@H]2O (some centres not stated)
 : 9, -1.3, -3, 0.0, -5, -4, 18, 9, -1.8, 105
- CCOc1ccc(-c2c(C)n(-c3ccc(OCC)cc3)c3[n+]2CCCCC3)cc1
 : 16, 0.0, 8, 1.6, 7, -13, 13, 18, -1.5, 92
- O[C@H]1C2CCC1C(N1CCCCC1)CC2 (some centres not stated)
 : 1, 6.7, 5, -0.1, -1, 4, 10, -1, -2.2, 100
- Cn1cc(C(=O)OCC(=O)NC2CCCCC2)c2ccccc21
 : 3, 0.2, -6, -0.1, 8, 8, 12, 2, 0.1, 101
- N#CCCn1cc(C(=O)Nc2ccccc2Br)c(-c2ccc3c(c2)OCCO3)n1
 : -2, 1.0, -1, -0.1, 3, 2, 20, 3, -1.9, 94
- O=C(NC(=S)N1CC1)c1ccccc1
 : 3, 0.8, 3, 0.0, -4, -2, 3, -5, 0.7, 97
- Cc1cc(C=C2C(=O)N(C)C(=S)N(C)C2=O)c(C)n1-c1ccncc1
 : 0, -0.8, 0, 1.9, -2, 8, -7, 0, -0.2, 105
- COc1ccc(C2SCC(=O)Nc3c2c(C)nn3C2CCOC(C)(C)C2)cc1OC (configuration not stated)
 : 0, -2.0, -5, 1.0, -4, -4, -4, 0, -1.6, 82
- OCC1CN1C1CCCCC1 (configuration not stated)
 : 0, 0.8, 3, 0.0, -3, 1, 3, -6, -1.2, 94
- NNC(=O)c1ccc(O)cc1
 : 1, 6.3, -1, -0.1, -5, -1, -5, 3, -1.4, 102
- O=C1NCN(c2ccccc2)C12CCN(C(c1ccccc1)c1nnnn1Cc1ccccc1)CC2 (configuration not stated)
 : -1, 1.8, 2, 0.4, -4, 5, ., 4, ., 96

Compounds from the list above with a Cl atom:
Values run as follows: N-glyco inh, hiPSC survival, m5-HT2A agonist, aDG glyco act, ABHD5-PLIN5 inh, H9c2 protect, MC4R antag cAMP, Granule exo inh, MC4R barr agon, ABCB6 inh 2
- O=C(CN1CC=C(c2ccccc2)CC1)Nc1c(Cl)cccc1Cl
 : -3, -0.5, -2, -0.1, -5, 7, 8, -2, 0.7, 80
- CCOC(=O)[C@]12Cc3cc(Cl)ccc3[C@H]1N(C1CCCCC1)C(=O)c1cc(OC)ccc12
 : ., -2.0, 2, -0.3, 61*, ., ., 100*, ., 101
- Clc1ccc(Cn2ccnc2)cn1
 : 4, -0.7, -3, -0.2, 7, 8, -4, 1, -0.8, 98
- Cc1ccc(/C=C2\C(=O)NC(=O)N(Cc3ccccc3Cl)C2=O)o1
 : 13, -1.4, 2, -0.1, -2, 4, 28, 20, -2.0, 109
- CC1C(c2cccs2)=[N+]([O-])C(C)(C(=O)c2ccc(Cl)cc2)N1O (configuration not stated)
 : -2, 5.5, -4, 0.0, 2, 7, 0, 3, -1.2, 148
